Screening results (PubChem)
C2C12 statin = suppressors of statin myotoxicity in C2C12 myotubes, primary screen, cell-based, single point, plate reader. rescue of ATP level, % at 7.49 µM. 330,000 tested, 0.78% active. C2C12 myotubes + simvastatin, ATP luminescence, 48 h; scaled: DMSO 0, geranylgeraniol control 100;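 active = mean ATP rescue above about 67%, or every replicate alone reaching that limit, limit read from the data, passing the limit was not always enough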;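 also: myotubes were challenged with 10 µM simvastatin during compound exposure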
F508del corr = F508del CFTR correction, initial screen, CFBE line, single point. CFBE cells, YFP halide quenching; stimulated with forskolin plus potentiator P3; % fluorescence drop versus neutral controls. activity (quench increase), % at 7.58 µM. 350,000 tested, 0.36% active;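 active = mean added fluorescence quench of at least 8% versus neutral control, with both replicates also reaching 8%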;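 also: cells transiently co-express mutant CFTR-F508del with the halide-sensitive YFP; corrector assay measuring rescue of mutant channel to the surface after 24 h compound exposure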
PglD inh = C. jejuni PglD acetyltransferase inhibitors, primary screen, biochemical, DTNB colorimetric, single point | 360,000 tested, 0.098% active | inhibition, % at 12.5 µM | UDP-N-acetylbacillosamine N-acetyltransferase PglD (Campylobacter jejuni) | purified PglD enzyme, DTNB colorimetric CoA detection; in the data active = inhibition above about 16%, passing the limit was not always enough; also: strong numbers were not always called active
PGC1a acetyl inh = inhibitors of PGC1a acetylation signal, primary screen, cell-based, U2OS, AlphaScreen, inhibitor mode | AlphaScreen anti-acetyl-lysine; with virally co-expressed GCN5 acetyltransferase | inhibition, % at 15.6 µM | 350,000 tested, 0.17% active | AID 651687, 2012;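 active = every replicate shows inhibition of at least 40%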;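 also: 0% = neutral control wells and 100% = positive control wells; some results beyond the cut were filed as inactive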
FN deposit inh = inhibitors of fibronectin matrix deposition, primary screen, AH1F cells, Alexa488-fibronectin fluorescence, plate reader. inhibition, % at 12.6 µM. 350,000 tested, 0.086% active. AH1F fibroblasts, overnight;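 active = mean inhibition across replicates of 30% or more, regardless of how many single replicates reach that level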;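 also: positive control wells lacked labelled fibronectin entirely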
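Schedule: 1 h cell adhesion before compound, then overnight fibronectin incubation; test system: AH1F fibroblast monolayer depositing Alexa488-labelled fibronectin into matrix; quantity: 10000 AH1F cells per well; probe or stimulus: fluorescent fibronectin at 24 nM final; signal: fluorescence, ex 485 nm, em 525 nm; evaluation: percent inhibition as loss of matrix-bound fibronectin fluorescence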
INS-1E GSIS act = GLuc luminescence reporter in INS-1E cells, primary screen for activators of glucose-dependent secretion of insulin | 370,000 tested, 0.61% active | INS-1E GLuc reporter insulin secretion, 2-3 h | activation, % at 16.6 µM;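 active = lowest replicate activation of at least 40%, so every replicate reaches that level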;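 also: 0% = median of neutral control wells and 100% = median of IBMX positive control wells; some compounds called inactive have numbers as strong as hits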
miR122 inh = miR-122 Renilla sensor signal increase in Huh7, primary screen, miR-122 inhibitor project, cell-based, single point, plate reader. Huh7 miR-122 Renilla luciferase sensor, 48 h; neutral wells = 0, positive control = 100. activation (reporter increase), % at 12.5 µM. 340,000 tested, 0.3% active;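 active = mean replicate activation score at least 90 and every replicate individually at or above 90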;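 also: higher luciferase means less miR-122 activity so hits act as miR-122 inhibitors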
Cneo AK release = Cryptococcus neoformans cell lysis inducers, primary screen, AK release luminescence, single concentration. C. neoformans lysis, adenylate kinase release luminescence, 4 h; normalised: neutral wells 0, clomiphene wells 100. lysis activity, % at 15 µM. AID 651654, 2012. 360,000 tested, 0.2% active;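 active = mean lysis activity across replicates of at least 80%, whatever share of replicates individually reach that level; inactive = mean lysis activity below 80%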
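Test system: log-phase Cryptococcus neoformans yeast cells; Quantity: yeast cell density of 5 × 10^6 cells/mL; Buffer or medium: YPD; Doses: single compound concentration per well; Timing: 4 h at 37 °C static, read 1 h later; Measured by: AK luminescence; Read-out basis: lysis from increased AK signal; Control set: Clomiphene as positive control.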
Starred values were filed as active, the others as inactive; / = no result given; & = joins results of further samples; ! = a repeat was not active; [ ] = remark or other dose.

| nr | Compound | FN deposit inh | PglD inh | INS-1E GSIS act | C2C12 statin | miR122 inh | Cneo AK release | F508del corr | PGC1a acetyl inh |
| --- | --- | --- | --- | --- | --- | --- | --- | --- | --- |
| 1 | COc1ccc(N2C(=O)NC(=O)/C(=C\c3cn(CC(=O)N4CCOCC4)c4ccccc34)C2=O)c(OC)c1 | 4 | 0 | -31 | 1 | / | 3 | -2.4 | / |
| 2 | CN1CC(C(=O)c2ccccc2)C(c2ccccc2)C1 (centres undefined) | -7 | 1 | -23 | 8 | 10 | 0 | 3.9 | -2 |
| 3 | COC(=O)C1=C(c2cccc(C#N)c2)C[C@@H]2CC[C@H]1N2C(=O)NC1Cc2ccccc2C1 | 11 | -2 | / | 4 | 1 | 1 | 0.4 | -4 |
| 4 | Cc1ccc2c(c1)CC1(CN2C)C(=O)NC(=O)N(CCC2=CCCCC2)C1=O (centres undefined) | / | -4 | / | -5 | -5 | 2 | / | 8 |
| 5 | COC(=O)C1=C(c2ccc(Cl)c(C(F)(F)F)c2)C[C@@H]2CC[C@H]1N2C | 2 | 2 | 7 | -10 | -1 | -1 | -2.7 | 5 |
| 6 | COC(=O)C[C@H]1CC[C@H]2NC[C@@H](O)COC[C@@H]2O1 | -17&2 | -1 | 44*! | 2 | 5[16.7 µM] | -2 | -0.7&-0.7 | -5 |
| 7 | COC(=O)[C@@H]1[C@@H](CO)[C@@H]2Cn3c(cccc3=O)[C@@H]2N1CC1CC1 | 6 | 2 | 10 | 8 | 11[16.7 µM] | -1 | -1.2 | / |
| 8 | CNC(=S)N1CCn2cccc2C1c1cccnc1 (centres undefined) | -2 | -1 | 14 | 12 | 2 | 1 | 2.1 | 8 |
| 9 | Cc1ccccc1Cc1c(C)nc2nc(SCC(=O)N3CCC4(CC3)OCCO4)nn2c1C | -3 | 5 | / | / | 11 | 14 | / | / |
| 10 | COc1cc(C=C2C(=O)NC(=O)NC2=O)ccc1OS(=O)(=O)c1ccccc1[N+](=O)[O-] | 3 | 0 | -5 | -11 | -2 | 2 | 1.7 | 13 |
| 11 | O=C(Nc1ccccc1)NC1CC2CCC(C1)N2 (centres undefined) | -1 | 2 | / | 6 | -5 | 0 | / | -13 |
| 12 | CCOc1ccc(-n2c(CC)nc3ccccc3c2=O)cc1 | -5 | -1 | 9 | 131* | 4 | 0 | 0.6 | 0 |
| 13 | COc1ccc(C(C)=O)cc1CC(C(=O)c1ccc(C)cc1)N(C)C (centres undefined) | 13 | 4 | 14 | / | / | 1 | / | / |
| 14 | CC12CCC(O)CC1CCC1C2CCC2(C)C(C(=O)CC(O)C(F)(F)F)CCC12 (centres undefined) | 3 | / | 2 | / | -2 | / | 2.5 | 6 |
| 15 | COc1ccccc1CCNCc1cc2c(cc1[N+](=O)[O-])OCO2 | -4 | 0 | / | -1 | -11 | 2 | / | -5 |
| 16 | O=c1ccc2cc(O[C@@H]3O[C@@H](CO)[C@H](O)[C@@H](O)[C@@H]3O)c(O)cc2o1 | -4 | -4 | -13 | 5 | 3 | 2 | 2.1 | 20 |
| 17 | COc1ccc2c(CCN)c[nH]c2c1 | / | -4 | / | 11 | 4 | -1 | / | -3 |
| 18 | O[C@@H]1CCCN2CCc3c([nH]c4ccccc34)[C@H]12 | / | 4 | -4 | 7 | -1 | -1 | -1.9 | 5 |
| 19 | COc1ccc(C(c2nnnn2C2CCCCC2)N2CCC3(CC2)C(=O)NCN3c2ccccc2)cc1 (centres undefined) | / | -7 | -13 | 3 | 16 | -3 | 0.8 | -120 |
| 20 | COc1cccc(CNC2CN3CCC2CC3)c1OC (centres undefined) | / | 8 | / | -1 | -1 | 20 | / | / |
| 21 | C[C@@H]1CN([C@@H](C)CO)C(=O)CCCn2nncc2CO[C@H]1CN(C)C(=O)Oc1ccc2ccccc2c1 | 2&-3 | -4&0 | -4&-5 | -2&17&-7 | -3 | 0&-3 | 1.7&1.0&1.4 | -7&2&1 |
| 22 | COC1=C(OC)[C@]23CCc4ccc(OC)c(OC)c4[C@]2(CCN3C)CC1=O | 10 | 2 | -9 | -9 | / | 3 | -4.2 | / |
| 23 | CC(O)C1C=CC=CC(=O)OC2CC3OC4C5OC5(C)C(O)CC4(COC(=O)C(O)C(C)CCO1)C2(C)C31CO1 (centres undefined) | 22 | / | -16 | / | -14 | / | -7.3 | 87* |
| 24 | NC(=O)c1c(Br)n(C2OC(CO)C(O)C2O)c2ncnc(N)c12 (centres undefined) | 10 | / | -12 | / | 2 | / | 3.7 | 1 |
| 25 | CC(=O)Nc1ccc(S(=O)(=O)N2Cc3ccccc3-n3nncc3C2)cc1 | 0 | / | -5 | -15 | -6 | / | -2.5 | -6 |

Other compounds.
| nr | Compound | FN deposit inh | PglD inh | INS-1E GSIS act | C2C12 statin | miR122 inh | Cneo AK release | F508del corr | PGC1a acetyl inh |
| --- | --- | --- | --- | --- | --- | --- | --- | --- | --- |
| 26 | CCCCN1C(=O)NC(=O)C2(Cc3ccccc3N3CCOCC32)C1=O (centres undefined) | 8 | 2 | 11 | -12 | 3 | -1 | / | -1 |
| 27 | COc1ccc(CCC(=O)N2C[C@H]3C[C@@H](C2)c2cccc(=O)n2C3)cc1 | / | 6 | / | -6 | -1 | -1 | -1.6 | -14 |
| 28 | c1cncc(C2CC(c3cccs3)n3ncnc3N2)c1 (centres undefined) | / | -3 | / | 6 | -9 | -1 | / | -7 |
| 29 | CCOC(=O)c1cccc(C2=C(CNC(=O)c3ocnc3C)[C@H]3CC[C@@H](C2)N3Cc2ccccc2)c1 | -5 | 6 | -15 | 4 | -5 | 0 | 0.1 | -9 |
| 30 | COc1ccc(C(C)=O)cc1Cc1c(O)[nH]c(=S)[nH]c1=O | 7 | 1 | -5 | 103* | 0 | 1 | 2.2 | -6 |
| 31 | COc1ccccc1NC(=O)COC(=O)c1cn(C)c2ccccc12 | 8 | -2 | 9 | -1 | / | -1 | 0.4 | / |
| 32 | CCOc1cc(C=C2C(=O)NC(=S)NC2=O)ccc1O | / | -4 | 9 | -4 | -8 | 2 | -1.1 | -1 |
| 33 | COC(=O)C1=C(c2cc3ccccc3o2)C[C@@H]2CC[C@H]1N2C(=O)NCc1ccco1 | 7 | 8 | -3 | -3 | -3 | -7 | 1.5 | -9 |
| 34 | O=C(Cc1ccccn1)N1CCCCN2[C@H](CO)[C@@H](c3ccc(C#Cc4ccccc4)cc3)[C@@H]2C1 | / | 2 | 4 | / | -6[16.7 µM] | 2 | 3.4 | 21 |
| 35 | Cc1cc(OCC(=O)N2CCCN(C)CC2)ccc1Cl | -9 | -1 | -7 | / | 0 | 0 | 0.4 | -1 |
| 36 | COC(=O)C1=C(c2ccc(-c3ccccc3)c(F)c2)C[C@@H]2CC[C@H]1N2C(=O)N1CCOCC1 | 12 | -4 | / | -19 | -1 | 0 | 1.3 | / |
| 37 | COCc1ccc(CN2CCCC(C(=O)c3sccc3C)C2)o1 (centres undefined) | 10 | 1 | 7 | -3 | -1 | -1 | -0.2 | -22 |
| 38 | CC1CC(OP(O)(=S)c2ccc(N(C)C)cc2NC(=O)c2cccs2)CC(C)(C)C1 (centres undefined) | -7 | / | 8 | / | / | / | 0.2 | 3 |
| 39 | O=P(/C(=N/O)N1CCCCC1)(N1CCOCC1)N1CCOCC1 | / | 1 | 16 | -3 | -1 | -1 | / | -6 |
| 40 | O=C(CN1CC(c2ccccc2)CC1=O)NCc1ccc(F)cc1 (centres undefined) | -10 | 3 | 0 | -3 | -1 | -1 | -3.3 | 4 |
| 41 | C/C=C/c1ccc(C2[C@H]3CNC[C@@H]2N3Cc2ccccn2)cc1 (some centres undefined) | -10&-19 | / | 4&8 | / | / | / | -2.8&0.6 | 3&-7 |
| 42 | O=C(O)c1ccccc1N=Nc1c(O)[nH]c(=O)[nH]c1=O | 5 | -6 | 1 | 2 | 2 | -5 | -0.5 | 3 |
| 43 | CCCCCn1c(=O)c(C(=O)Nc2nc(CC(=O)OCC)cs2)c(O)c2ccccc21 | 0 | / | -4 | / | / | / | 7.6 | -4 |
| 44 | O=c1c2ccccc2nc(-c2cccs2)n1-c1ccccc1 | / | -5 | / | 7 | 0 | 0 | / | -9 |
| 45 | CC(C)(C)C(=O)N1Cc2cc(N3CCCCC3)ccc2-n2nncc2C1 | 0 | -4 | 12 | 2 | 30 | 3 | 2.4 | -4 |
| 46 | CC1([N+](=O)[O-])COP(=O)(Nc2ccc(Cl)cc2)OC1 (centres undefined) | -1 | / | -13 | / | 2 | / | 2.2 | 9 |
| 47 | Cc1ccc(-c2nc3ccccc3c(=O)n2-c2cc(C)ccn2)cc1 | -2 | -2 | 21 | -36 | 1 | -2 | / | 3 |
| 48 | CC1(CCCc2ccc(N(CCCl)CCCl)cc2)NC(=O)NC1=O (centres undefined) | 3 | 0 | 21 | 6 | 2 | 2 | 3.9 | -1 |
| 49 | COC(=O)c1ccc(N2C(=O)CC(N3CCC(n4c(=O)[nH]c5ccccc54)CC3)C2=O)cc1 (centres undefined) | / | / | / | -15 | 0 | 1 | / | -4 |
| 50 | COC(=O)C1=C(c2ccc(OC(F)(F)F)cc2)C[C@@H]2CC[C@H]1N2C(=O)N1CCCC1 | -6 | 3 | / | -19 | 2 | 0 | 1.5 | 0 |
| 51 | C[N+]1(C)C2CC(OC(=O)[C@H](CO)c3ccccc3)CC1C1OC12 (some centres undefined) | 1 | 0 | / | 12 | 2 | 0 | -18 | / |
| 52 | O=C1C2C3CCC(O3)C2C(=O)N1CCO (centres undefined) | 5 | 6 | 11 | -7 | / | -14 | 4.8 | / |

Part of the list above in order of molecular weight, high to low.
| nr | Compound | FN deposit inh | PglD inh | INS-1E GSIS act | C2C12 statin | miR122 inh | Cneo AK release | F508del corr | PGC1a acetyl inh |
| --- | --- | --- | --- | --- | --- | --- | --- | --- | --- |
| 38 | CC1CC(OP(O)(=S)c2ccc(N(C)C)cc2NC(=O)c2cccs2)CC(C)(C)C1 (centres undefined) | -7 | / | 8 | / | / | / | 0.2 | 3 |
| 49 | COC(=O)c1ccc(N2C(=O)CC(N3CCC(n4c(=O)[nH]c5ccccc54)CC3)C2=O)cc1 (centres undefined) | / | / | / | -15 | 0 | 1 | / | -4 |
| 50 | COC(=O)C1=C(c2ccc(OC(F)(F)F)cc2)C[C@@H]2CC[C@H]1N2C(=O)N1CCCC1 | -6 | 3 | / | -19 | 2 | 0 | 1.5 | 0 |
| 26 | CCCCN1C(=O)NC(=O)C2(Cc3ccccc3N3CCOCC32)C1=O (centres undefined) | 8 | 2 | 11 | -12 | 3 | -1 | / | -1 |
| 39 | O=P(/C(=N/O)N1CCCCC1)(N1CCOCC1)N1CCOCC1 | / | 1 | 16 | -3 | -1 | -1 | / | -6 |
| 37 | COCc1ccc(CN2CCCC(C(=O)c3sccc3C)C2)o1 (centres undefined) | 10 | 1 | 7 | -3 | -1 | -1 | -0.2 | -22 |
| 47 | Cc1ccc(-c2nc3ccccc3c(=O)n2-c2cc(C)ccn2)cc1 | -2 | -2 | 21 | -36 | 1 | -2 | / | 3 |

A portion of the library; count on the stated rates, not on these rows.
